Screening results (PubChem)
RGS7-Gao – regulators of human RGS7-Galphao interaction; Multiplexed bead flow cytometry, RGS7-Galphao binding; actives lie on both sides; binding response (% of control), % at 10 µM; 220,000 compounds, 0.35% hits; in the data active means binding response below about 49% or above about 150%; inconclusive means no clear call, values can overlap the other calls; inactive means in between;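 further: fluorescent Galphao held in activated GDP-AlF4 state binding bead-coupled RGS7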
Target sequence (P09471 whole entry, looked up): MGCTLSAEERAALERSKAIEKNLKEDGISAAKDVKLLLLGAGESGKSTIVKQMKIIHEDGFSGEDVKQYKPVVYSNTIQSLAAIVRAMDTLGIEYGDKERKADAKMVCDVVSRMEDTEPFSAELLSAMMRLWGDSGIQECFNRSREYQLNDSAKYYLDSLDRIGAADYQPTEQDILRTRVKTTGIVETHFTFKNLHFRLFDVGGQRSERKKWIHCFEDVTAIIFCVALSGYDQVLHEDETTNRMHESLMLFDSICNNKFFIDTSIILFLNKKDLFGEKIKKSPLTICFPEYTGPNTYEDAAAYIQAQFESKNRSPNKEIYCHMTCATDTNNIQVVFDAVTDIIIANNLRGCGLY
Mcl1-Noxa inh – disrupts binding of human Mcl-1 to Noxa peptide; inhibition, % at 21.7 µM; 220,000 compounds, 1.5% hits; Q07820; TR-FRET Mcl-1/Noxa peptide binding, 2 h;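 active means compounds that cut the protein-peptide binding signal by more than 50% relative to plate controls in a single-dose test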;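 further: His-tagged Mcl-1 with rhodamine Noxa BH3 peptide and terbium anti-His antibody; 0% = Mcl-1 plus Noxa peptide wells and 100% = peptide-only wells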
RGS8-Gao reg – human RGS8-Galphao interaction regulation. P09471. multiplexed bead flow cytometry, RGS8-Galphao binding; actives lie on both sides. response (percent of control binding), % at 10 µM. 220,000 compounds, 0.34% hits; in the data active means response below about 60% or above about 140%; inactive means in between;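 further: Galphao activated as the GDP aluminium fluoride complex binding bead-coupled RGS8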
Bcl-B Bim block – inhibitors of Bim-Bcl-B interaction, human. Q9HD36. 190,000 compounds, 0.073% hits. inhibition, % at 10 µM. bead-based flow cytometry, Bim peptide-Bcl-B binding;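 further: 0% = tracer peptide without compound and 100% = reference inhibitor peptide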
Target sequence (Q9HD36 whole entry, looked up): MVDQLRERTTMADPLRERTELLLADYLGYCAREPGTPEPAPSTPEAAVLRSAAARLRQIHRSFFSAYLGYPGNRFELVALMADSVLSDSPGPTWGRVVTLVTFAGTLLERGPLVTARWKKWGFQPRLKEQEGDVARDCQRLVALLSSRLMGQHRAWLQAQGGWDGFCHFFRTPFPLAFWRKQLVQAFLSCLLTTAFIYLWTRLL
Bcl-2 Bim block – inhibitors of Bim-Bcl-2 interaction, human; inhibition, % at 10 µM; AID 950; Bead-based flow cytometry, Bim peptide-Bcl-2 binding; 190,000 compounds, 0.06% hits; in the data active means inhibition above about 40%; inconclusive means no clear call, values can overlap the other calls;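 further: 0% = no compound wells with probe peptide and 100% = reference peptide inhibitor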
Target sequence (P10415 whole entry, looked up): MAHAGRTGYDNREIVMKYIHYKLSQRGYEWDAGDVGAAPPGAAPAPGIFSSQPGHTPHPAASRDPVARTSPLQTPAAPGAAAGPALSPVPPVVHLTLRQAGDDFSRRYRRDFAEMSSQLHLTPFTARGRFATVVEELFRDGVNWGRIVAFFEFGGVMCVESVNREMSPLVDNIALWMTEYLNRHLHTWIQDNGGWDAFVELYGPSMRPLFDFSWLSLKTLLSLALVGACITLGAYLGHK
Bcl-W Bim block – inhibitors of Bim-Bcl-W interaction, human | 190,000 compounds, 0.02% hits | inhibition, % at 10 µM | Q92843 | AID 952 | bead-based flow cytometry, Bim peptide-Bcl-W binding;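 further: 0% = bound tracer without compound and 100% = peptide blocker; higher means less fluorescent Bim peptide bound to Bcl-W beads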
Bfl-1 Bim block – human Bim-Bfl-1 interaction inhibition; Q16548; Bead-based flow cytometry, Bim-Bfl-1 binding inhibition; inhibition, % at 10 µM; 190,000 compounds, 0.12% hits; AID 1008;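 further: 0% = wells without compound plus tracer and 100% = blocker peptide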
Mcl-1 Bim block – disrupts Bim peptide binding to human Mcl-1. Q07820. Bead-based flow cytometry, Bim peptide-Mcl-1 binding. inhibition, % at 10 µM. 190,000 compounds, 0.1% hits. AID 1009;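 further: 0% = no compound tracer wells and 100% = peptide blocker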
RGS4-Gao reg – modulates binding of RGS4 to human Galphao; Multiplexed bead flow cytometry; actives lie on both sides; P09471; 220,000 compounds, 0.33% hits; AID 1415; binding response (% of control), % at 10 µM; in the data active means binding response below about 49% or above about 150%; inactive means in between;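 further: fluorescent Galphao activated with aluminum fluoride binding bead-coupled RGS4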
Mcl1-Bid inh – Mcl-1/Bid interaction inhibition; Q07820; TR-FRET Mcl-1/Bid-Dy647 peptide binding, 1536-well; inhibition, % at 21.7 µM; 220,000 compounds, 0.97% hits;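 active means compounds that cut the binding signal by more than half at the single screening dose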;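 further: His-tagged Mcl-1 with europium anti-His antibody binding Bid BH3 peptide; 0% = Mcl-1 plus peptide wells and 100% = peptide-only wells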
Bim-Bcl-XL – human Bim-Bcl-XL interaction inhibition; inhibition, % at 10 µM; 190,000 compounds, 0.04% hits; Bim peptide-Bcl-XL binding, bead flow cytometry, fluorescence; Q07817
Target sequence (Q07817 whole entry, looked up): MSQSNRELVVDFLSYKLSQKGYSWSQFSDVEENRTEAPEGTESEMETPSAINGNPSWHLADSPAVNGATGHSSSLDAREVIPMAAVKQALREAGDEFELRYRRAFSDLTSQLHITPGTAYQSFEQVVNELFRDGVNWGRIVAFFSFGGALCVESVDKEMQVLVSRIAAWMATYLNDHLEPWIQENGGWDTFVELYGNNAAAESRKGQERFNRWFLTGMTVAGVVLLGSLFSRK
An asterisk follows results filed as active; ? = inconclusive; nt = not tested or not shown. Unless noted, no stated cut-off is given here; in the data, active means inhibition above about 40%.

RGS7-Gao	Mcl1-Noxa inh	RGS8-Gao reg	Bcl-B Bim block	Bcl-2 Bim block	Bcl-W Bim block	Bfl-1 Bim block	Mcl-1 Bim block	RGS4-Gao reg	Mcl1-Bid inh	Bim-Bcl-XL	Compound
108	-8	99	1	1	0	1	0	103	-31	1	O=C(CCSCc1ccccc1Cl)N1CCN(c2cccc(Cl)c2)CC1
?	7	101	nt	nt	nt	nt	nt	107	-19	nt	O=C(NNC(=S)NC1CC2C=CC1C2)c1ccncc1 (centres undefined)
?	1	98	nt	nt	nt	nt	nt	96	-90	nt	COc1ccc(NC(=S)N2CCN(c3ncccn3)CC2)c(OC)c1
?	14	100	-2	2	0	4	-4	95	-2	-2	CCc1n[n+](CC(=O)c2ccccc2)c(N)s1
105	-12	103	-2	-2	4	-9	4	103	-51	-2	CCCCCN=Cc1c(C)[nH]n(-c2nc3ccccc3s2)c1=O
93	12	98	0	-3	-1	-1	-1	97	-7	-4	COc1ccc(S(=O)(=O)Nc2ccc(F)cc2)c(C)c1C
?	-8	96	nt	nt	nt	nt	nt	90	-4	nt	Nc1ccccc1C(=O)NCCN1CCNC1=O
101	3	102	-5	-6	-1	-12	1	104	-28	-2	COC(=O)C(NNc1ccc(F)cc1)(NC(=O)c1ccccc1)C(F)(F)F (centres undefined)
102	30	101	-2	-3	-1	-3	-2	103	8	0	CCOc1c(Cl)cc(Cl)cc1CNCCNCCO
106	15	105	-2	0	-3	-7	-2	104	-21	-2	Cc1ccccc1NC(=S)N(CCN1CCOCC1)Cc1ccccc1F
99	-3	92	1	1	-1	-3	3	84	-13	-1	COc1cc(NC(=O)Cc2c(C(=O)O)n(C)c3ccccc23)cc(OC)c1OC
93	47	96	-6	6	-2	0	-2	96	6	-1	COc1ccc(C(=O)N2C(=S)NC(=O)/C2=C\c2ccc(C)cc2)cc1
108	3	105	-10	-10	3	-9	-3	103	14	-1	Cc1cc(NC(=O)c2nn3cccnc3c2Cl)no1
99	-1	101	-10	-11	-4	-16	-4	96	-9	-5	Cc1[nH]nc(SCC(=O)NC(C)c2ccccc2)c1[N+](=O)[O-] (centres undefined)
102	3	100	-5	-6	0	-11	-4	99	-21	0	COc1cccc(/C(O)=C2/C(=O)C(=O)N(CCCN3CCOCC3)C2c2ccncc2)c1 (centres undefined)
103	5	111	0	0	-2	1	-1	99	-34	-2	COC(=O)c1ccc(N2CCN(S(=O)(=O)c3ccc(C)cc3)CC2)c([N+](=O)[O-])c1
?	36	94	-6	0	-2	4	-2	94	-34	-4	CC(=O)c1ccc(OC(=O)CCc2nc3ccccc3s2)cc1
96	8	98	4	0	4	0	3	97	4	3	CCOC(=O)CN(C(=O)CSc1nnc2c(n1)[nH]c1ccc(F)cc12)c1ccccc1
102	9	98	-6	-10	1	-12	-1	100	-42	-3	Cc1ccnc(SCCn2c(N3CCN(c4ccccc4)CC3)nc3c2c(=O)[nH]c(=O)n3C)n1
99	-2	100	-8	-12	-2	-17	-2	98	-24	-3	COc1ccc(-c2cn[nH]c2N)cc1
102	7	102	1	-2	-2	-5	1	102	3	0	CSc1nc(C)cc(Oc2ccc(=O)n(C)n2)n1
100	6	101	-7	-6	-4	-7	-3	101	-51	-5	Cc1cs/c(=N\N=C\c2ccccc2)n1Cc1ccco1
99	14	103	-12	-5	-4	-1	-3	103	5	-4	CC(=O)Nc1sc(/C(C#N)=C\c2cccc(Cl)c2)nc1-c1ccc(C)cc1
97	1	102	-3	-2	-1	-5	-9	101	-12	0	CCOC(=O)C1=C(COC(=O)C2(C)CC2(Cl)Cl)NC(=O)NC1c1ccccc1 (centres undefined)
100	15	98	-6	0	0	-10	-1	101	-33	-3	CCS(=O)(=O)NCC(c1cccnc1)N1CCN(c2ccc(OC)cc2)CC1 (centres undefined)
103	37	101	-4	-3	-2	-3	-1	99	4	-4	CN1CCN(C(=O)c2cnn(-c3ccccc3)c2NC(=O)c2cccs2)CC1
99	36	103	-7	-4	-1	-8	-3	103	-10	-7	CCN(CC)C(=O)CSc1nnc(NC(=O)CCc2ccccc2)s1
103	11	103	-7	-2	0	0	-3	99	-29	-4	CC(=O)/C(=N\Nc1ccccc1Cl)Sc1cccc2cccnc12
93	72*	100	-11	-10	-5	-6	-2	99	-14	-5	C/C(N)=C(/C#N)C(=O)CSc1nnc(Nc2c(C)cccc2C)s1
?	17	101	-5	-3	-3	-2	0	105	-36	0	Cc1ccc(NC2CC(=O)N(c3cccc([N+](=O)[O-])c3)C2=O)cc1 (centres undefined)

(continued)
RGS7-Gao	Mcl1-Noxa inh	RGS8-Gao reg	Bcl-B Bim block	Bcl-2 Bim block	Bcl-W Bim block	Bfl-1 Bim block	Mcl-1 Bim block	RGS4-Gao reg	Mcl1-Bid inh	Bim-Bcl-XL	Compound
85	1	91	6	0	7	1	10	86	9	10	CN(/N=C/c1ccco1)C1=NS(=O)(=O)c2ccccc21
98	-1	101	2	0	-3	0	0	99	-4	-3	Cc1cc(C)c(S(C)(=O)=O)c(N(C)N)n1
96	5	99	-8	-7	-1	-12	0	98	3	-4	CC1(C)CC(=O)c2sc(NC(=O)C3CC3)nc2C1
?	28	99	nt	nt	nt	nt	nt	97	26	nt	CC(C)CNS(=O)(=O)c1cc(C(=O)O)c(Cl)cc1Cl
98	-7	102	-6	-8	0	-16	-1	99	8	-6	CCC(=O)N1c2ccccc2NC2=C(C(=O)CCC2)C1c1cccnc1 (centres undefined)
102	-5	100	-3	2	-2	2	-1	98	-2	0	Cc1ccc(C)c(N2CCN(C(=O)C3CCN(S(=O)(=O)c4cccc5nsnc45)CC3)CC2)c1
?	-26	99	nt	nt	nt	nt	nt	99	96*	nt	O=C(/C=C\Nc1ccc(S(=O)(=O)Nc2ncccn2)cc1)c1cccc2ccccc12
98	nt	99	-8	-7	-2	-15	-4	100	-36	-8	CC(C)CC(=O)Nc1ccc(-c2cn3ccsc3n2)cc1
109	13	101	-4	-5	-3	-5	-4	99	-3	-3	COc1ccc(C)cc1S(=O)(=O)N(CC(=O)Nc1cccc([N+](=O)[O-])c1)c1ccc(C)c(C)c1
99	6	104	-3	0	0	-5	1	106	-11	-1	Cc1nnc(SCC(=O)NNC(=O)COc2ccc(Cl)cc2)s1
104	43	105	0	0	0	-5	0	98	-24	-3	O=[N+]([O-])c1ccc(O)c(Nc2ncnc3ccc(Br)cc23)c1
102	0	102	2	0	3	3	6	98	-5	2	COCc1c(Br)c(C)[nH]c(=O)c1C#N
96	-2	99	-7	-8	0	-11	3	97	-24	-3	O=C(CSc1ncnc2c1cnn2-c1ccccc1)Nc1ccc2c(c1)OCO2
102	-4	102	-2	-1	-1	-4	0	102	-7	-5	CC(C)C(O)C1CCN(Cc2nc(-c3cccs3)no2)CC1 (centres undefined)
62	1	80	0	-4	0	-4	-1	69	-33	-2	O=C(Nc1ccc(N2CCN(C(=O)c3cccs3)CC2)c(Cl)c1)c1cccnc1
101	7	103	-5	-6	-3	0	0	102	-30	-2	CC(C1CC2CCC1C2)n1c(COc2ccccc2F)nnc1SCC(N)=O (centres undefined)
95	10	98	-3	0	0	-1	-3	93	-16	-4	Cc1ccccc1S(=O)(=O)NCc1cccnc1
96	5	100	0	-1	-1	-2	-1	98	-12	-4	Cc1ccnc(NS(=O)(=O)c2ccc(NC(=O)C3CCCNC3=O)cc2)n1 (centres undefined)
101	8	102	-3	0	-1	0	-3	104	4	-8	O=C(c1ccccc1)c1nnc(-c2ccncc2)o1
?	16	102	nt	nt	nt	nt	nt	104	-7	nt	c1ccc(CN(Cc2ccccc2)c2c3c(nc4ncnn24)CCC3)cc1
87	15	91	-5	-3	-2	-5	-2	89	-8	-4	C=CCSC1=C(C#N)C(c2cc(Br)c(O)c(OC)c2)CC(=O)N1 (centres undefined)
98	-1	102	0	0	0	-5	3	98	-26	0	Cc1ccc(NC(=O)c2ccc(Br)o2)cc1S(=O)(=O)N(C)C
102	0	100	-2	0	0	-3	0	102	-5	-2	Cc1ccccc1OCc1nc2ccccc2[nH]1
100	-39	101	-29	-3	0	-10	-3	100	-39	-4	CC(C)C(=O)Nc1ccc(C(=O)NNC(=S)NC(=O)c2cccs2)cc1
99	7	100	-4	0	-1	0	-5	102	-21	-2	CCC(=O)Oc1ccc2c(C)cc(=O)oc2c1C(=O)c1ccccc1
98	-23	99	2	-4	-3	-8	-6	98	-40	-4	CCCS(=O)(=O)NCc1cn2c(C)csc2n1
?	-1	100	10	5	7	2	8	101	-28	13	COc1ccc(OCCSc2nc3nc(C)cc(C)n3n2)cc1
101	-7	102	-8	-11	-2	-22	-4	101	2	-8	CCOC(=O)c1cccc(NC(=O)CSc2nnc(-c3ccoc3C)n2CC)c1
101	-3	99	-4	-5	1	-14	0	98	-22	-2	CCOc1ccc2oc(-c3ccccc3)c(C(=O)N(C)C)c2c1
103	8	103	-5	-6	-4	-7	-8	103	-11	-9	Cn1c(Cn2nnc3ccccc32)nnc1SCC(=O)Nc1nccs1

The list goes on, starting with the last 3 of the part before.
RGS7-Gao	Mcl1-Noxa inh	RGS8-Gao reg	Bcl-B Bim block	Bcl-2 Bim block	Bcl-W Bim block	Bfl-1 Bim block	Mcl-1 Bim block	RGS4-Gao reg	Mcl1-Bid inh	Bim-Bcl-XL	Compound
101	-7	102	-8	-11	-2	-22	-4	101	2	-8	CCOC(=O)c1cccc(NC(=O)CSc2nnc(-c3ccoc3C)n2CC)c1
101	-3	99	-4	-5	1	-14	0	98	-22	-2	CCOc1ccc2oc(-c3ccccc3)c(C(=O)N(C)C)c2c1
103	8	103	-5	-6	-4	-7	-8	103	-11	-9	Cn1c(Cn2nnc3ccccc32)nnc1SCC(=O)Nc1nccs1
108	4	106	22	28	23	41*	30	108	0	39	COc1cccc(NC(=O)CSc2nncn2N)c1
?	-34	100	nt	nt	nt	nt	nt	100	-31	nt	COc1cccc(C(=O)Nc2cc(C)c3c(=O)oc4ccccc4c3n2)c1
106	24	100	0	-3	-1	-2	1	100	-13	0	COc1cccc(-c2nc(-c3ccc4c(c3)NC(=O)CO4)cs2)c1
?	17	105	nt	nt	nt	nt	nt	103	-17	nt	COc1ccc(Oc2ccc(C(F)(F)F)cc2N)cc1
99	10	100	0	-1	2	-2	0	100	-14	1	O=C(NN1C(=O)c2ccccc2NC1c1ccco1)c1ccc(Br)cc1 (centres undefined)
104	23	102	-3	-3	-2	-6	-1	103	-14	-3	Cc1csc(NC(=O)[C@@H]2CCCN2C(=O)c2cccs2)n1
101	17	99	-7	-7	-1	-15	-2	95	-15	-12	O=C(Nc1ccccc1)N(Cc1cccnc1)Cc1ccco1
97	23	99	-2	-3	-2	-2	0	98	17	-4	CCOC(=O)c1c(NC(=O)C(C)NCc2ccco2)sc2c1CCC(C)C2 (centres undefined)
100	10	100	-3	-1	1	-5	0	102	-12	1	Cc1ccc(Cn2ncn(-c3ccccc3)c2=O)cc1
?	11	101	-5	-2	0	-2	0	104	-56	-1	CN(C)/C=N/c1nc(-c2ccc3c(c2)OCO3)cs1
104	15	101	-18	-13	0	-12	-34	103	-21	-15	CC1CC(NC(=O)C2(C)CC2(Cl)Cl)CC(C)(C)C1 (centres undefined)
84	81*	92	0	0	1	-2	0	77	32	0	O=S(=O)(Cc1cc(Cl)nc(-c2ccncc2)n1)c1ccccc1
100	17	102	-8	-4	-6	-5	-3	102	-16	-12	Cc1nn(-c2ccc(F)cc2)c(Cl)c1/C=N/NC(=O)c1ccc(O)cc1
